# Assay outcomes (PubChem BioAssay)
# D3 antag – qHTS of D3 Dopamine Receptor Antagonist: qHTS; D(3) dopamine receptor (Homo sapiens), P35462; D3R cells, DiscoveRx beta-arrestin luminescence, antagonist mode; hits give low values; max response, negative = inhibition, %; 2.5% of 360,000 active; AID 652054, 2013; in the data active means max response below about -50%; inconclusive means no clear call, values can overlap the other calls; further: on the % scale 0 is the no-effect control and ±100 the full control effect; mostly tested at two doses, the higher about 12 µM
#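 Cells plated overnight at 1500 cells/well, then exposed to library compounds with dopamine controls for 90 minutes at 37 degrees C. DiscoveRx reagent added for 30–60 minutes at room temperature; luminescence read, quantitative HTS format.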
# GLP1R cytotox – qHTS of GLP-1 Receptor Inverse Agonists: Cytotox Screen | HEK293 cAMP-luciferase reporter cells, luminescence, 24 h | Potency, µM (series often up to 38.3 µM), inactives show at the highest dose activity change, negative = inhibition, hits mostly inhibitors | 0.13% of 410,000 active | AID 624418, 2012;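 further: loss of luciferase light is scored as toxicity; potency means the concentration at half of the fitted maximal effect; on the % scale 0 is the no-effect control and ±100 the full control effect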
#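 1536-well qHTS counterscreen of the MLSMR; 200 cells/uL, 12 h pre-incubation, 23 nL cpd, 24 h at 37 deg C 5% CO2, luciferase detection reagent, 12 min RT, luminescence. Inhibition = undesired.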
# aSyn yeast inh – qHTS of alpha-syn Inhibitors | Potency, µM (doses to about 46.1 µM), for inactives: at the top dose growth rescue (activation), usual class: activators | Yeast expressing alpha-synuclein, growth rescue, BacTiter-Glo, 24 h | 0.14% of 370,000 active | AID 652106, 2013; further: potency means the concentration at half of the fitted maximal effect; % of control where 0% means no effect; nearly all actives have a fitted effect of over 65% in size
#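 Readout is rescue of growth in alpha-synuclein-expressing yeast, so inhibitors of toxicity appear as activators. Growth after 24 hr at 30 deg C in galactose medium is quantified by luminescence.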
# PTHR1 agonist – qHTS for PTHR1 Agonists: Primary Screen. Parathyroid hormone/parathyroid hormone-related peptide receptor (Homo sapiens), Q03431. HEK293 GP2 PTHR1 cells, GloSensor cAMP luminescence, 1 h. Potency, µM (doses to about 115 µM), without a hit: at the highest dose activation, usual class: activators. 0.075% of 410,000 active. AID 743266, 2014; further: potency means the concentration at half of the fitted maximal effect; nearly all actives have a fitted effect of over 55% in size; some results filed as inactive show a strong effect at the top dose; inactives centre near -15; many of its hits are not listed in these tables
# Target sequence (Q03431 whole entry, looked up): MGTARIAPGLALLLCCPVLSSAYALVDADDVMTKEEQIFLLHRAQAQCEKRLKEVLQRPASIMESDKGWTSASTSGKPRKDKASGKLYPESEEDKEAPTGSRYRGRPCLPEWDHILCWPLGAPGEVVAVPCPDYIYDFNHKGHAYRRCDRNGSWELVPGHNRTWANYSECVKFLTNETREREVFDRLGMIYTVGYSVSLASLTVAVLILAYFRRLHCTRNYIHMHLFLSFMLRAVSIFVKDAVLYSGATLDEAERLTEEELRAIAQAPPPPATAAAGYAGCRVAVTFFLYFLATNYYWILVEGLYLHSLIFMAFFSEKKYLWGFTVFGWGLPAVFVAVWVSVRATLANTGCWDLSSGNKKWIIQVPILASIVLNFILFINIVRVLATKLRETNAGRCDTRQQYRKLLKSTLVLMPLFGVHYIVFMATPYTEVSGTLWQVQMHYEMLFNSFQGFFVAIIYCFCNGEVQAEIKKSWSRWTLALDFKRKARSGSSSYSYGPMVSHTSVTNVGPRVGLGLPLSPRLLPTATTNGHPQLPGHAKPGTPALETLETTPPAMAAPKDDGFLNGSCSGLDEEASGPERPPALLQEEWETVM
#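 HEK-293-derived GP2 cells expressing PTHR1 and a GloSensor cAMP reporter, 3,000/well, plated overnight, given luciferin plus IBMX (each 0.5 mM as added) for 1 h at 37 °C, then compound for 1 h at 37 °C. Luminescence was read after 15 min at room temperature.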
# GLP1R ag – qHTS of GLP-1 Receptor Agonists; 0.007% of 380,000 active; Potency, µM (highest dose often 45.6 µM), for the others: at the top dose activation, hits mostly activators; AID 624172, 2012; Glucagon-like peptide 1 receptor (Homo sapiens), P43220; HEK293 GLP-1R CRE-luciferase, luminescence, 4-6 h; cells express a hypersensitive GLP-1R form; further: potency means the concentration at half of the fitted maximal effect; % of control where 0% means no effect
# Target sequence (P43220 whole entry, looked up): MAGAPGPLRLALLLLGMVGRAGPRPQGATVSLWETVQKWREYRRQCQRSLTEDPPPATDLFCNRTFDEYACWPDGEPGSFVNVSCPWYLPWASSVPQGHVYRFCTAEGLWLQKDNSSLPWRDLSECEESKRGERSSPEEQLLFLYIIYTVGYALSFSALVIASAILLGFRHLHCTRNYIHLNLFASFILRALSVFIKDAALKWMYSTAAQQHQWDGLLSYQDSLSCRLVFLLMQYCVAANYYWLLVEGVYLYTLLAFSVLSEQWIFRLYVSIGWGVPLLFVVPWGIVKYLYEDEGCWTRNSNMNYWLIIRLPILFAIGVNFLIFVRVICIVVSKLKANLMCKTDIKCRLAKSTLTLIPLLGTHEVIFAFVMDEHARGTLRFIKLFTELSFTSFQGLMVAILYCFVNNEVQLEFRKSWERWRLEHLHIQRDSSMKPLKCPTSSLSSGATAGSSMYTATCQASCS
# TDP-43 yeast inh – qHTS of TDP-43 Inhibitors; TDP-43 expressing yeast growth rescue, BacTiter-Glo, 24 h; Potency, µM (titrated, usually from 46.1 µM), for inactives: at the highest dose growth rescue (activation), most hits filed as activators; 1.8% of 410,000 active; AID 652104, 2013; further: potency means the concentration at half of the fitted maximal effect; % of control where 0% means no effect; nearly all actives have a fitted effect of over 50% in size
#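 Readout is BacTiter-Glo luminescence of cell growth, so inhibitors register as activators. TDP-43-expressing yeast at OD600=0.02 in galactose medium, after raffinose pregrowth to mid-log, were incubated with compound for 24 hr at 30 deg C.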
# GLP-1R inv ag – qHTS of GLP-1 Receptor Inverse Agonists (Inhibition Mode); Glucagon-like peptide 1 receptor (Homo sapiens), P43220; HEK293 GLP-1R CRE-luciferase, luminescence, 24 h; GLP-1R form is constitutively active; Potency, µM (titrated, usually from 38.3 µM), for the others: top-dose activity change, negative = inhibition, usual class: inhibitors; 1.6% of 410,000 active; AID 624417, 2012; further: potency means the concentration at half of the fitted maximal effect; on the % scale 0 is the no-effect control and ±100 the full control effect; nearly all actives have a fitted effect of over 55% in size
#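 Inverse agonism was detected as reduced cAMP-driven luciferase luminescence after 24 h compound treatment. The cells were HEK293 clones expressing constitutively active human GLP-1R with the reporter. Reporter-only and GPR119 cell lines served as counterscreen controls.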
# D3 ag – qHTS of D3 Dopamine Receptor Agonist: qHTS | max activation, % | AID 652048, 2013 | D3R DiscoveRx beta-arrestin cells, luminescence, 90 min | 0.58% of 410,000 active | D(3) dopamine receptor (Homo sapiens), P35462; in the data active means max activation above about 30%; further: 0% is about no effect; mostly tested at two doses, the higher about 12 µM
#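 Cells at 1500/well, incubated overnight, then treated with pinned compounds (dopamine as control) for 90 min at 37 degrees C. DiscoveRx reagent added for 30 - 60 minutes at room temperature; luminescence read.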
# KB-V1 cytotox – qHTS assay for MDR1-selective chemotherapeutics: Primary screen using the drug-selected MDR subline cells KB-V1; 3.4% of 400,000 active; AID 1347076, 2019; Potency, µM (titrated, usually from 46.1 µM), inactives show at the highest dose activity change, negative = cytotoxicity, hits mostly cytotoxic; KB-V1 MDR cells viability, CellTiter-Glo, 72 h; further: potency means the concentration at half of the fitted maximal effect; on the % scale 0 is the no-effect control and ±100 the full control effect; nearly all actives have a fitted effect of over 60% in size
#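 KB-V1, DMEM (no phenol red) + 10% FBS; cpd pin-transferred, titration series; 72 h, 37 degrees C; CellTiter-Glo, luminescence. Data normalized, curve-fit.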
# * = called active by the depositor; i = inactive; ? = inconclusive; . = not tested or not shown; & = joins results of further samples; [ ] = remark or other dose. Unless noted, the call rests on the fitted dose curve; in most records, active means well fitted curve in the direction sought with a large enough effect; inconclusive means small, poorly fitted or top-dose-only effect, or another doubt; inactive means no such curve, though single readings can be large; an effect the other way counts as inactive or inconclusive. The list is partial; count on the stated rates, not on these rows.
SMILES,D3 antag,GLP1R cytotox,aSyn yeast inh,PTHR1 agonist,GLP1R ag,TDP-43 yeast inh,GLP-1R inv ag,D3 ag,KB-V1 cytotox
Cc1ccccc1CS(=O)(=O)Cc1ccc(C(=O)NCCc2ccccc2)o1,12,-1%&-16%,3%&1%,-41%&-77%[inhibitor],0%&1%,11%&14%,?,-5&6,?
CCOC(=O)c1[nH]c(C)c(C(=O)NCc2ccc(OC)cc2)c1C,9,-3%,-15%,-9%,11%,7%,18%,-1,-2%
O=C(Nc1cccc(Cl)c1Cl)c1cc2nc(-c3ccc(Cl)cc3)cc(C(F)(F)F)n2n1,.,0%,.,i,.,16%,-1%,8,16%
COc1ccc(-c2coc3cc4oc(=O)c(CC(=O)O)c(C)c4cc23)cc1,13,-15%,9%,i,-1%,14%,3%,1,-9%
COc1ccc(N2CCN(C(=O)CNC(=O)Cc3ccc(Cl)cc3)CC2)cc1,-6,?,-1%,-10%,-3%,24%,?,-8,10µM*
Cc1c(C(=O)Nc2ccc(Br)cc2F)oc2ccc(S(=O)(=O)N3CCCCC3)cc12,.,-1%,.,i,.,15%,-2%,-9,15%
O=C(NC1c2ccccc2-c2ccccc21)c1ccco1,6,-6%,0%,-12%[57.5 µM],-4%,-8%,?,2,0%
Cc1ccc(-c2c[n+](CC(=O)Nc3nc(-c4ccc(F)cc4)cs3)c3n2CCC3)cc1,-21,?,-36%[inhibitor],i,-19%,2%,?,-11,11%
O=C1Cc2cc(S(=O)(=O)NCc3ccc(F)cc3)ccc2N1,-16,1%,3%,i,4%,-14%,0%,3,-20%
Cc1ccc(S(=O)(=O)Cc2ccc(C(=O)NCc3ccc4c(c3)OCO4)o2)cc1,-13,-13%,1%,i,-1%,23%,0%,-6,9.2µM*
O=C(NC(=O)c1ccccc1N1CCCCC1)Nc1ccc(Br)cc1,13,6%,0%,-22%,0%,24%,2%,2,14%
CCC(C)[C@H](NC(=O)C1CCN(C(=O)[C@H](Cc2ccccc2)NS(=O)(=O)c2ccc(C)cc2)CC1)C(=O)O (stereo not given in full),-29,3%,-4%,i,4%,-19%,2%,-13,15%
Cc1nc2ccc(NC(=O)N3CCCCC3)cc2nc1C,-25,15%,1%,-5%[57.5 µM],7%,-6%,47%[activator],-8,-9%
CC1CCN(c2oc(-c3cccc4ccccc34)nc2C#N)CC1,-8,-29%,-5%,0%[57.5 µM],0%,-7%,26%,3,4%
CS(=O)(=O)c1ccc(Cl)c(NC(=O)COC(=O)COc2ccc3c(c2)CCC3)c1,7,3%,-6%,13%,5%,-10%,37%[activator],14,24%
CC1=C(C(=O)N(C(C)C)C(C)C)CC(CC(=O)NCc2cccs2)C(=O)N1CCCN1CCCC1=O (stereo not given),10,-8%,0%,-15%,15%,9%,19%,9,6%
CC(=O)Nc1nonc1NC(=O)COc1ccccc1,-21,8%,0%,-28%,4%,-15%,8%,-8,1%
CCn1nnnc1NCc1cccc(Cl)c1,1,0%[7.66 µM],0%,i,0%,-14%,-1%[7.66 µM],4,-15%
Cc1ccccc1C(=O)N/N=C/c1ccc(OCC(=O)N2CCCCC2)cc1,4,3%,0%,i,2%,-11%,-2%,-1,18%
Cc1ccc(-n2nc3c(=O)n(CCCC(=O)N4CCCCC4)nc(C)c3c2C)cc1,6,-1%,7%,i,-5%,5%,?,19,-3%
CCN(C(=O)COC(=O)c1ccc(=O)n(Cc2ccccc2)n1)C1CCCCC1,14,13%,-6%,-12%,-5%,1%,1%,-3,-17%
Cc1ccc(-n2ncc3c(=O)[nH]c(SCC(=O)N4CCCc5ccccc54)nc32)cc1,10,-4%,8%,-22%,1%,-8%,51%[activator],1,-12%
CC(C)(O)c1[nH]c2ccc(C#N)cc2c1C(C)(C)O,-23,0%,-1%,-3%,10%,?,-6%,1,3%
N#CCCN(C(=O)COC(=O)COc1ccccc1Cc1ccccc1)c1ccccc1,-24,0%,-2%,-1%,-1%,12%,0%,-4,-3%
CCOc1ccc(-c2nonc2NC(=O)c2oc3cc(C)ccc3c2C)cc1,.,11%,.,-7%,.,10%,-18%,7,.
Cc1cc(=O)oc2cc3oc(=O)cc(C)c3cc12,6,3%,5%,i,2%,-2%,14%,3,17%
CCCCCCCC(=O)NNC(=O)Cc1ccccc1,19,-9%,-2%,i,-14%,-18%,0%,-25,0%
C/C(N)=C(/C#N)C(=O)CSc1nnc(COc2cc(C)ccc2C)o1,12,6%,3%,i,-3%,0%,-9%,9,-13%
COc1ccc([C@@H](C)NC(=O)c2ccc3oc(C(C)C)nc3c2)cc1,11,-10%,8%,i,18%,23%,-12%,-1,0%
COc1ccc(Cc2nnc(N/N=C/c3ccc(Br)cc3)[nH]c2=O)cc1OC,0,-7%,3%,-22%,0%,-8%,3%,0,0%
CCCN(C(=O)c1cc2c(s1)CCC2)c1c(N)n(Cc2ccccc2)c(=O)[nH]c1=O,-9,1%,-4%,i,-3%,-4%,15%,3,40%
Cc1cc(NC(=O)CSc2nc3ccccc3n2CC(=O)N2CC(C)CC(C)C2)no1 (stereo not given),16,2%,3%,-4%[57.5 µM],-9%,-11%,7%,6,-17%
CCOc1ccc(OCCOCCN2CCCC2)cc1,6,-27%,1%,i,4%,-25%,-24%,6,19%
CCn1nnc(-c2ccccc2NC(=O)c2cnccn2)n1,11,-1%,-3%,i,1%,7%,15%,2,-24%
Cc1ccc(/C=N/n2c(C)nc3ccccc3c2=O)o1,4,4%,1%,-24%,-3%,21%,3%,3,29%
Cc1ccc(S(=O)(=O)NCC(=O)N(CC(=O)NCC2CCCO2)Cc2ccco2)cc1 (stereo not given),0,-15%,1%,i,-5%,.,-18%,-17,17%
O=C(CNC(=O)c1ccco1)NNC(=O)c1n[nH]c(=O)c2ccccc12,1,-6%,1%,i,3%,-13%,2%,4,-1%
COc1ccc(CCC(C)Nc2ccccc2F)cc1 (stereo not given),-10,-27%,-1%,-11%,1%,5%,-18%,-4,-9%
CC(=O)N1N=C(c2ccccc2OC(=O)/C=C/c2ccccc2)CC1c1ccccc1 (stereo not given),-15,-2%,6%,-42%[inhibitor],8%,11%,?,-11,0%
CCOc1ccc(NC(=O)CS(=O)(=O)Cc2nc(-c3ccc(C)cc3)oc2C)cc1,.,5%,.,i,.,22%,-1%,3,13%
O=C(NCCSc1ccccc1)c1ccc(CN2CCOCC2)cc1,-1,0%,-5%,-33%[inhibitor],7%,16%,-25%,-14,0%
S=C(Nc1ccc(Br)cc1Cl)NN1CCOCC1,2,?,1%,-21%,15%,-11%,-4%,-2,-11%
COc1ccc(S(=O)(=O)N2CCC(C(=O)N[C@@H](C)C(=O)NCc3cccnc3)CC2)cc1,0,4%,-2%,i,1%,7%,10%,5,19%
COc1cccc(NC(=O)N2CCCC2C(=O)NCc2ccccc2)c1 (stereo not given),5,-1%,-1%,18%,-1%,19%,11%,-6,-27%
O=C(COC(=O)c1cccc([N+](=O)[O-])c1)NCc1ccc2c(c1)OCO2,21,-4%,2%,-24%,-3%,19%,6%,1,16%
C=CCc1ccc(OCC(O)CN2CCc3ccccc3C2)c(OC)c1 (stereo not given),-100*,-8%,7%,?,-1%,-9%,?,-18,0%
CCOc1ccccc1NC(=O)CN1CCC(NC(=O)c2ccccc2C)CC1,2,7%,2%,-7%,13%,-10%,-5%,7,-18%
CCN(CC)CCOC(=O)c1ccc(NC(=O)CCCN2C(=O)S/C(=C/c3ccc(OC)cc3)C2=S)cc1,-83*,?,0%,i,-3%,-10%,2.8µM*,-19,-5%
CC1(C)C2CCC1(CS(=O)(=O)N1CCN(c3ccc(F)cc3)CC1)C(=O)C2 (stereo not given),13,-10%,0%,-21%,8%,0%,-24%,2,0%
O=C(O)CCCn1cc(NC(=O)COc2ccccc2)cn1,-7,?,9%,20%,-2%,-6%,1%,-1,-22%
Cc1ccc(C(=O)NC(NC(=O)c2ccc(C)cc2)c2cccc([N+](=O)[O-])c2)cc1,-25,10%,-3%,i,-4%,-8%,0%,-12,-16%
CN(C)S(=O)(=O)c1ccc(C(=O)N2CCN(S(=O)(=O)c3ccc4c(c3)OCCO4)CC2)cc1,40,-5%,-8%,i,-10%,-15%,6%,5,-21%
Cc1ccn2c(=O)nc(SCC(=O)N3CCC(C)CC3)nc2c1,-9,1%,-1%,i,-6%,0%,22%,-5,-21%
Cc1nnc(SCC(=O)Nc2nonc2C)s1,-14,2%,0%,i,9%,-5%,14%,5,-3%
O=C(c1cc(Cl)nc2ccccc12)N1CCN(Cc2ccc3c(c2)OCO3)CC1,10,-7%,1%,-31%[inhibitor],-1%,24%,?,1,15%
CCOC(=O)C1Oc2ccccc2C(c2ccoc2)=C1C(=O)OC (stereo not given),0,-2%,-2%,-13%,-4%,4%,10%,12,0%

# For reference, 2 of the compounds above:
SMILES,D3 antag,GLP1R cytotox,aSyn yeast inh,PTHR1 agonist,GLP1R ag,TDP-43 yeast inh,GLP-1R inv ag,D3 ag,KB-V1 cytotox
C=CCc1ccc(OCC(O)CN2CCc3ccccc3C2)c(OC)c1 (stereo not given),-100*,-8%,7%,?,-1%,-9%,?,-18,0%
CCOc1ccccc1NC(=O)CN1CCC(NC(=O)c2ccccc2C)CC1,2,7%,2%,-7%,13%,-10%,-5%,7,-18%
